Screens: PubChem, several laboratories
Tn7 DDE FP – inhibitors of Tn7 peptide binding to fibrin DD(E), primary screen, biochemical, fluorescence polarization, human fibrin, Tn7 probe; Fibrinogen beta chain (Homo sapiens), P02675; FP displacement of FITC-Tn7 peptide from fibrin DD(E); 0% = median of compound wells per plate; inhibition, % at 8.3 µM; 370,000 tested, 0.13% active; AID 720508, 2013;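 active means inhibition above the mean of compounds falling within the control limits plus 3 SD of them, cut at about 14% in these data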;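 further: 0% = plate median of compound wells and 100% = 10 µM Aha-Tn7 peptide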
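System: human fibrin DD(E); quantity: Fibrin-DD(E) at 2 µM final; also added: fluorescent Tn7 probe at 0.1 µM; compound dosing: single nominal test concentration of 8.3 µM per compound; schedule: 10 min preincubation, 3 h with tracer, room temperature; detection: fluorescence polarization of the labelled Tn7 tracer; repeats: one replicate per compound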
proKLK7 act – proKLK7 zymogen activators, primary screen, biochemical, fluorescence intensity. Kallikrein-7 (Homo sapiens), P49862. purified proKLK7, EDANS-DABCYL substrate fluorescence; 100% is mature enzyme control, 0% vehicle. activation, % at 7 µM. 370,000 tested, 0.9% active;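 active means activation above the mean of all tested compounds plus 3 SD, computed per campaign excluding outliers beyond control limits, cut at about 13% in these data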
Target sequence (P49862 whole entry, looked up): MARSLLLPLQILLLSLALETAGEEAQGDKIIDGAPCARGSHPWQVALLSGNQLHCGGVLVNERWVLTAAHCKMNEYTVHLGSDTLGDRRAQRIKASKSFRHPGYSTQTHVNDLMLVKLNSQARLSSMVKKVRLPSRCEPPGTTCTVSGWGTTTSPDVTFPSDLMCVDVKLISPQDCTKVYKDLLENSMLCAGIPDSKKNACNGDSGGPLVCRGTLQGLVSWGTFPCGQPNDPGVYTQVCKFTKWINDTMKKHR
PLCb3 inh – human PLC-beta3 inhibitors, primary screen, biochemical, fluorescence. Purified PLC-beta3, fluorogenic substrate. 370,000 tested, 0.18% active. 1-phosphatidylinositol 4,5-bisphosphate phosphodiesterase beta-3 (Homo sapiens), Q01970. inhibition, % at 12.2 µM. AID 720704, 2013; in the data active means inhibition above about 11%;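 further: 0% = median of compound wells on plate and 100% = full blocker control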
UHRF1 binding – UHRF1 methylated DNA binding inhibitors, primary screen, counter-screen for MBD2 inhibitor project, biochemical, TR-FRET, human UHRF1, single concentration; E3 ubiquitin-protein ligase UHRF1 (Homo sapiens), Q96T88; UHRF1 binding to methylated oligo; inhibition, % at 4.4 µM; 370,000 tested, 0.75% active; in the data active means inhibition above about 21%;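 further: UHRF1 SRA domain binding a hemimethylated CpG hairpin DNA probe; 0% = median of test compound wells and 100% = reference inhibitor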
PLCg1 inh – PLC-gamma1 enzyme inhibitors, primary screen, biochemical, fluorescence, purified enzyme; fluorogenic substrate; 370,000 tested, 0.84% active; 1-phosphatidylinositol 4,5-bisphosphate phosphodiesterase gamma-1 (Homo sapiens), P19174; inhibition, % at 12.2 µM; in the data active means inhibition above about 9.5%
HGIII-sPLA2 inh – human group III sPLA2 inhibitors, primary screen, biochemical, QFRET, BODIPY PC-A2 liposome substrate. 370,000 tested, 0.56% active. inhibition, % at 12.2 µM. Group 3 secretory phospholipase A2 (Homo sapiens), Q9NZ20. QFRET BODIPY PC-A2 liposome hydrolysis, fluorescence;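 active means inhibition above mean plus 3 SD of compounds lying within the high and low control bounds, cut at about 19% in these data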;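 further: 0% = median of test compound wells and 100% = no enzyme DMSO wells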
ARFGAP1 inh – inhibitors of rat ARFGAP1 GAP activity, primary screen, biochemical, fluorescence polarization, GDP tracer; ADP-ribosylation factor GTPase-activating protein 1 (Rattus norvegicus), Q62848; Arfgap1-stimulated ARF1 GTP hydrolysis, GDP FP detection; inhibition, % at 16.5 µM; 360,000 tested, 0.26% active; AID 651572, 2012;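 active means inhibition above a per-plate limit, mean inhibition of low control wells plus 3 SD, cut at about 25% in these data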;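 further: 0% = DMSO wells with enzyme and 100% = wells lacking Arfgap1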
Target sequence (Q62848 1-136 limits assumed): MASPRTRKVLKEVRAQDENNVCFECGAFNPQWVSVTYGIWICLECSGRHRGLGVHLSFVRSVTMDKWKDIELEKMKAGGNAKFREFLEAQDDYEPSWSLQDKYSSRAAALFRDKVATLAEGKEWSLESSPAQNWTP
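Material: truncated rat Arfgap1 GAP domain; Incubation: compound-enzyme preincubation 20 min, reaction 120 min, detection 60 min, 25 °C; Read-out: percent inhibition of Arfgap1-stimulated GTP hydrolysis; Technique: FP, GDP Alexa 633 tracer displaced from anti-GDP antibody, 620/688 nm; Controls: No-Arfgap1 wells (100%) versus DMSO full-reaction wells (0%); Replication: single well per compound.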
DDE Tn6 FP inh – inhibitors of Tn6 peptide binding to fibrin DD(E), primary screen, biochemical, fluorescence polarization, human fibrin, Tn6 probe; Fibrinogen beta chain (Homo sapiens), P02675; Fibrin DD(E) TRITC-Tn6 fluorescence polarization displacement; inhibition, % at 8.3 µM; 370,000 tested, 0.21% active;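 active means inhibition above a per-campaign cutoff: mean of compounds within control limits plus 3 SD, cut at about 15% in these data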;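 further: 0% = median of all compound wells on the plate and 100% = blocking peptide control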
ASAP1 inh – inhibitors of human ASAP1 ArfGAP activity, primary screen, biochemical, fluorescence polarization; Arf-GAP with SH3 domain, ANK repeat and PH domain-containing protein 1 (Homo sapiens), …; ASAP1-stimulated ARF1 GTP hydrolysis, GDP FP detection; inhibition, % at 16.5 µM; 360,000 tested, 0.19% active; AID 624377, 2012; in the data active means inhibition above about 25%;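 further: 0% = vehicle with enzyme and substrate and 100% = no enzyme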
Rev-erbA mod – modulators of Rev-erb alpha DNA binding, primary screen, biochemical, FITC-DNA, fluorescence polarization, uHTS; 370,000 tested, 0.79% active; AID 1259318, 2017; Nuclear receptor subfamily 1 group D member 1 (Homo sapiens), P20393; activity, % at 10 µM; Rev-erbα–FITC-DNA binding, 90 min;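 active means activity above about 14%, limit read from the data; passing the limit was not always enough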;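 further: 0% = DMSO wells with 35 nM protein and 100% = DMSO wells with 750 nM protein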
Target sequence (P20393 whole entry, looked up): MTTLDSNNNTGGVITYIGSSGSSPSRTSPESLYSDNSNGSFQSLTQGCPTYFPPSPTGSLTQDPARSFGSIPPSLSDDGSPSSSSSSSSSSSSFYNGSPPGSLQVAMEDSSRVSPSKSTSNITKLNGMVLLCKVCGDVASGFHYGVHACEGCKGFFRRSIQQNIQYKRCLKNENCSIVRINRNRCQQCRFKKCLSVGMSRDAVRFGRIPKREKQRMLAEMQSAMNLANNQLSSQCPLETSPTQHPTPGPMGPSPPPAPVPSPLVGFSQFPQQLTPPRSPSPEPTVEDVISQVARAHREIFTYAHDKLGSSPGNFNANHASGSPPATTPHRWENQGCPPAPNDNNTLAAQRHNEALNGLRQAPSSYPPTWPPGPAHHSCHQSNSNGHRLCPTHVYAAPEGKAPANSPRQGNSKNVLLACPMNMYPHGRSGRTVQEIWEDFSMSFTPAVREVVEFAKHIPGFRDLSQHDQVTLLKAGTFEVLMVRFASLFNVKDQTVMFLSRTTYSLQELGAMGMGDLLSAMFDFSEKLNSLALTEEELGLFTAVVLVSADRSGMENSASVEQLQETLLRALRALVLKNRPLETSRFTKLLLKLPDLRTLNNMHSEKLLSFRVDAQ
Active calls of the source: *; . = no result given.

cpd	SMILES	Tn7 DDE FP	proKLK7 act	PLCb3 inh	UHRF1 binding	PLCg1 inh	HGIII-sPLA2 inh	ARFGAP1 inh	DDE Tn6 FP inh	ASAP1 inh	Rev-erbA mod
1	Cc1ccc(C(=O)NCCc2nnc3ccc(SCC(=O)Nc4c(C)cc(C)cc4C)nn23)cc1	13	0.4	-1	0	-2	-1	-4	0	-2	1
2	Cc1cccc(C)c1-n1nnnc1C1(C)CCC(=O)N1CCCn1ccnc1 (stereo not given)	0	0.4	3	-2	2	5	-6	6	4	0
3	Cc1ccc(C(=O)c2oc3ccccc3c2N)cc1	-4	0.2	-41	-2	-39	-6	-5	-5	8	0
4	CCc1cccc2c(N=O)c(O)[nH]c12	3	0.0	1	-2	11*	-48	3	-4	0	4
5	CCN1CCN(S(=O)(=O)c2ccc(F)c(C(=O)Nc3c(F)cc(F)cc3Br)c2)CC1	-1	0.1	-3	0	2	-2	6	2	-2	0
6	COc1ccc(-n2nc3c(c2NC(=O)COc2ccccc2)CS(=O)C3)cc1 (stereo not given)	8	0.2	-6	-2	0	7	-6	13	-7	1
7	COc1ccc(C(=O)NC2CCN(C(=S)Nc3ccccc3)CC2)cc1	-9	0.2	4	2	6	5	-15	1	-8	0
8	CCOc1ccc(N(C(C)C(=O)N/N=C(\C)c2cccc(NC(=O)c3ccccc3)c2)S(C)(=O)=O)cc1 (stereo not given)	-5	1.5	2	-2	-1	-14	10	2	1	5
9	Cc1ccc(-c2ccc(=O)n(CC(=O)N3CCN(c4cc(Cl)ccc4C)CC3)n2)cc1	0	-0.4	3	-2	4	5	-3	-5	-4	1
10	COCCCNC(=O)c1ccccc1Sc1ccc(NC(C)=O)nc1	-6	0.8	2	5	-1	-1	-6	-1	-6	1
11	COCCNc1nnc(SCC(=O)N(C)c2c(N)n(Cc3ccccc3)c(=O)[nH]c2=O)s1	-5	-0.4	-9	3	1	7	22	-1	-6	-1
12	C=CCOc1ccc(/C=C/C(=O)OCC(=O)NNC(=O)c2ccccc2F)cc1	-7	0.0	2	-1	5	-20	19	-4	7	1
13	Cc1ccc2c(c1)cc(CN(Cc1ccco1)C(=O)COc1ccccc1)c1nnnn12	7	0.2	2	4	-2	5	7	-3	1	1
14	Cc1ccc(/C=N/n2c(COc3ccccc3)n[nH]c2=S)s1	10	-0.3	-4	-3	-1	-13	-5	6	0	0
15	CN(C)C(=O)c1cccn(Cc2cccc(C(F)(F)F)c2)c1=O	-4	0.5	2	-2	2	4	-3	1	-9	1
16	COCCCn1cc(CN2CC(N3CCN(CCO)CC3)CS2(=O)=O)nn1 (stereo not given)	-5	0.5	2	17	-1	4	-2	-8	-1	-5
17	O=C(CSc1nnc(-c2cccc(Br)c2)o1)NCC1CCCO1 (stereo not given)	-3	0.4	3	1	3	-1	-2	-2	0	-2
18	Cc1nnc2n(C)c(=O)c3c4c(sc3n12)COC(C)(C)C4	-1	0.4	-4	5	0	4	9	1	6	-7
19	CC(C)(C)C(C(=O)NCc1ccccc1)N1CCN(CCN2CCOCC2)CC1 (stereo not given)	0	-0.2	-5	3	3	12	-7	9	-4	8
20	Cc1nn(C(C)c2n[nH]c(=S)n2-c2ccc(F)cc2)c(C)c1[N+](=O)[O-] (stereo not given)	-2	-0.7	3	-3	1	1	-4	-5	-1	-5
21	Cn1c(SCC(=O)NC(=O)CN2CCCC2=O)nnc1-c1ccc(F)cc1	-3	0.1	-6	1	3	2	5	-2	0	-3
22	COC(=O)c1cc(C(=O)Nc2ccc(C)cn2)cc([N+](=O)[O-])c1	-2	0.7	2	-3	1	9	10	-2	5	3
23	Cn1c(=O)c(Nc2ccc(Cl)cc2)c2c3c(cccc31)C(=O)c1ccccc1-2	36*	-1.1	-109	-1	-78	-65	-7	4	-7	24*
24	Cc1ccc(NC(=O)CNc2cc(S(=O)(=O)N3CCOCC3)ccc2N2CCOCC2)cc1S(=O)(=O)N(C)C	-5	0.6	-2	2	-1	0	-7	-1	-8	-1
25	O=C(CNCCc1ccc(Cl)cc1Cl)NCc1ccco1	-6	0.2	-1	-2	1	2	2	6	3	1
26	O=C(NC12CC3CC(CC(C3)C1)C2)N(Cc1ccccc1)Cc1ccncc1	4	0.7	0	2	-1	4	3	2	4	-1
27	Cc1cc(=O)n(CC=C(Cl)Cl)c2ccccc12	-7	0.0	2	2	3	2	-2	-3	5	-6
28	CC(=O)C1=C(C)Nc2ncnn2C1c1ccc(Br)cc1 (stereo not given)	-3	0.3	-4	-1	1	-3	9	0	-7	3
29	COc1ccc(-c2cc(C(=O)Nc3ccc(C)cc3)no2)cc1	-1	-0.1	2	6	2	4	13	1	-5	0
30	Cc1cc(-c2c(C(=O)N3CCOCC3)c(C)nn2-c2ccccc2)no1	9	-0.2	-5	-3	1	1	-11	6	-5	5
31	COc1ccc(C2c3[nH]c4ccccc4c3C[C@H]3C(=O)N(c4ccccc4C(=O)N4CCC[C@@H]4C(=O)O)C(=O)N23)cc1 (stereo not given in full)	6	1.2	-16	-1	-12	-8	-1	0	-3	0
32	CCc1nc(NCC2CCCO2)c2oc3ccccc3c2n1 (stereo not given)	-2	-0.5	0	-5	0	2	10	-9	-2	4
33	O=C(NCc1ccc(F)cc1)c1ccc(N2CCOCC2)c([N+](=O)[O-])c1	0	0.0	4	-8	2	-3	-5	2	-9	1
34	Nn1c(SCC(=O)N2CCCc3ccccc32)nnc1-c1ccccc1	0	0.2	0	-1	-1	3	6	0	1	2
35	COc1ccc(S(=O)(=O)N2CCC(NC(=O)Nc3ccc(C)cc3)CC2)cc1	4	0.6	4	4	6	-10	5	-3	1	1
36	Cc1ccc(C(=O)OCC(=O)N(CCc2ccccc2)Cc2ccccc2)cc1S(=O)(=O)N1CCOCC1	0	0.7	2	1	-1	-6	6	0	8	0
37	O=C(/C=C/c1ccccc1)NC(=S)NNC(=O)c1cnccn1	-1	-0.3	-9	-4	5	25*	23	3	-6	0
38	Cc1ccc(CNC(=O)C2CCCN2C(=O)Nc2ccc(C)cc2)cc1 (stereo not given)	3	-0.7	-3	3	4	16	1	0	1	-2
39	COC(=O)c1ccc(N2C(=O)CC(NCc3ccccc3)C2=O)cc1 (stereo not given)	9	-0.3	2	1	-1	2	1	1	9	1
40	Nc1cc(=O)[nH]n1C1CCCCC1	-5	0.1	6	-5	-2	-3	-2	3	-4	-9

Some of the entries above in a different format.
35. COc1ccc(S(=O)(=O)N2CCC(NC(=O)Nc3ccc(C)cc3)CC2)cc1
36. Cc1ccc(C(=O)OCC(=O)N(CCc2ccccc2)Cc2ccccc2)cc1S(=O)(=O)N1CCOCC1
Compound | 35 | 36
Tn7 DDE FP | 4 | 0
proKLK7 act | 0.6 | 0.7
PLCb3 inh | 4 | 2
UHRF1 binding | 4 | 1
PLCg1 inh | 6 | -1
HGIII-sPLA2 inh | -10 | -6
ARFGAP1 inh | 5 | 6
DDE Tn6 FP inh | -3 | 0
ASAP1 inh | 1 | 8
Rev-erbA mod | 1 | 0

(next part)
cpd	SMILES	Tn7 DDE FP	proKLK7 act	PLCb3 inh	UHRF1 binding	PLCg1 inh	HGIII-sPLA2 inh	ARFGAP1 inh	DDE Tn6 FP inh	ASAP1 inh	Rev-erbA mod
41	O=C(Nc1ccc(S(=O)(=O)N2CCCC2)cc1)c1cccs1	-3	-0.7	-3	-3	0	-6	3	-2	-4	-5
42	O=C(CSc1nc2ncc(Cl)cc2[nH]1)NCCc1ccc(F)cc1	3	1.1	-4	3	0	-7	5	5	3	6
43	COC(=O)[C@]12C[C@H](CC(=O)NCCC(C)C)C(=O)N(Cc3ccc(Cl)cc3Cl)C1=C[C@H](C(C)(C)C)O[C@@H]2C	6	0.6	3	-1	0	3	.	4	.	-1
44	CCOC(=O)[C@H]1[C@H]2COc3ccc(Br)cc3[C@H]2N2C(=O)CN(CCc3c[nH]c4ccccc34)C(=O)[C@@]12C	9	-1.1	-5	-2	-7	-58	1	2	10	11
45	CC(C)Cc1nnc(N)s1	7	-0.1	4	2	-1	-4	3	-5	-7	3
46	Cc1cc(C)c(C)c(S(=O)(=O)Nc2ccccc2C(=O)NN2CCOCC2)c1C	-5	-0.6	-2	-1	2	-11	5	4	-3	-7
47	O=C(NCC1CCCO1)C1c2ccccc2Oc2ccccc21 (stereo not given)	3	-0.3	1	0	0	-1	-4	-7	-6	-2
48	COc1ccc(/C=C2\CCC(C3CCCC3)C2=O)c(OC)c1OC (stereo not given)	-2	-0.5	-6	4	-3	8	-8	-3	2	0
49	CNc1ncnc2c1ncn2[C@H]1CN(Cc2ccco2)C[C@@H](CO)O1	7	0.5	2	2	-1	4	4	4	-10	1
